ALOX12 inh – ALOX12 (human) lipoxygenase inhibition. P18054. purified 12hLO, xylenol orange hydroperoxide absorbance. Potency, µM (top dose mostly 108 µM), inactives show at the top dose activity change, negative = inhibition, most hits filed as inhibitors. 580,000 tested, 1.1% active. AID 1671190; active means well fitted inhibition curve with a large enough effect; inconclusive means small, poorly fitted or top-dose-only effect, or another doubt; inactive means no such curve, though single readings can be large or run the other way
Target sequence (P18054 whole entry, looked up): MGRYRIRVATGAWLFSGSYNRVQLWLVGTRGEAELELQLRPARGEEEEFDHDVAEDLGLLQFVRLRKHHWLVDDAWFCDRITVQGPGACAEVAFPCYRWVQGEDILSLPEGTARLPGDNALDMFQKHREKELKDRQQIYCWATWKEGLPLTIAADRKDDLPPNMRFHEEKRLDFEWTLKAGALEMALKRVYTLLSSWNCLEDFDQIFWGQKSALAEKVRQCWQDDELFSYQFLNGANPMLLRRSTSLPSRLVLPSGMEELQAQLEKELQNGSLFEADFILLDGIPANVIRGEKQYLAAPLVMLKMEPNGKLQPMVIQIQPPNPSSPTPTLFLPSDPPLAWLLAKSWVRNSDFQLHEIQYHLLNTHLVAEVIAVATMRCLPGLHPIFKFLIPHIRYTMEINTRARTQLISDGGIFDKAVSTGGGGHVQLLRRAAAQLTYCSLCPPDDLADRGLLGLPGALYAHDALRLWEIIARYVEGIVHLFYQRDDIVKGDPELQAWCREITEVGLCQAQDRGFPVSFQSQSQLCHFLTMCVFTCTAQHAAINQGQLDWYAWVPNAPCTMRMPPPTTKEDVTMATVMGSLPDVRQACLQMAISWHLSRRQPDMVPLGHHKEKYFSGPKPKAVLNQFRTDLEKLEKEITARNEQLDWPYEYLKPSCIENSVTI
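Hydroperoxide product was detected by ferrous iron/xylenol orange as the 573 to 405 nm absorbance ratio. Arachidonic acid at 40 uM (final) was turned over for 30 min at room temperature by 150 nM human 12hLO, pH 7.0 Hepes buffer, after 15 min compound preincubation.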
* hit, by the source's call; ? = inconclusive; [ ] = remark or other dose. On the % scale 0 is the no-effect control and ±100 the full control effect; potency means the concentration at half of the fitted maximal effect. Some of the compounds tested; the hit share may differ from the screen's.

A first look:
SMILES | ALOX12 inh
CCCNC(=O)C1CCc2sc(C(=O)N(C)C)cc2C1 (stereo not drawn) | -1.5%
COc1ccc(-c2c(C)oc3cc(OCC(=O)OC(C)(C)C)ccc3c2=O)cc1OC | -25.8%
CCNC(=O)N1CCN(c2ccc(N3CCN(Cc4ccccc4)[C@@H](C)C3)c(C)c2)[C@@H](C)C1 | -4.6%
Cc1ccccc1SCC(=O)N1CCc2sccc2C1c1cccs1 (stereo not drawn) | 4.4%
OCC#Cc1csc(CN2CCCN(C3CCCCC3)CC2)c1 | 22.0%
Cc1ccc(NC(=O)Cn2ccn3nc(-c4ccccc4)c(CO)c3c2=O)cc1 | 25.5%

The list itself, from the first entry:
SMILES | ALOX12 inh
CCCNC(=O)C1CCc2sc(C(=O)N(C)C)cc2C1 (stereo not drawn) | -1.5%
COc1ccc(-c2c(C)oc3cc(OCC(=O)OC(C)(C)C)ccc3c2=O)cc1OC | -25.8%
CCNC(=O)N1CCN(c2ccc(N3CCN(Cc4ccccc4)[C@@H](C)C3)c(C)c2)[C@@H](C)C1 | -4.6%
Cc1ccccc1SCC(=O)N1CCc2sccc2C1c1cccs1 (stereo not drawn) | 4.4%
OCC#Cc1csc(CN2CCCN(C3CCCCC3)CC2)c1 | 22.0%
Cc1ccc(NC(=O)Cn2ccn3nc(-c4ccccc4)c(CO)c3c2=O)cc1 | 25.5%
O=C(NCCc1ccccn1)c1ccc(C(F)(F)F)cc1 | 0.5%
NC(=O)[C@H](CCC(=O)O)NC(=O)[C@@]1(O)C[C@@H](O)[C@H](O)[C@@H](NS(=O)(=O)c2cccc(C(F)(F)F)c2)C1 | 24.2%
CC(OC(=O)C1=NN(C)C(=O)CC1)C(=O)c1c[nH]c2ccccc12 (stereo not drawn) | -4.0%
CC(=O)N1CCC(C(=O)N2CCCCCCNC(=O)[C@@H]3CCCC[C@@H]32)CC1 | 23.8%
CNC(=O)[C@@H]1CN(S(=O)(=O)c2cccc(Cl)c2)C[C@H]1C1CCN(C)CC1 | 21.8%
CCC1=C(C(=O)OC)C(c2ccccc2F)N2C(CC(=O)NCC3CC3)=CSC2=N1 (stereo not drawn) | 52.3%[activator]
O=C(CCCSc1ccccc1)NCC1CCCO1 (stereo not drawn) | 13.1%
COc1cc(NC(=O)c2cc(=O)[nH]c3ccccc23)cc(OC)c1 | 5.9%
CC1(COc2cccnc2)COc2ccc(C(=O)N3CCN(c4ccccn4)CC3)cc2N1 (stereo not drawn) | ?
N#Cc1ccc(COC(=O)c2ccccc2NCCO)cc1 | -39.5%
CCOC(=O)C(NC(=O)/C=C/c1ccc(C)c(Cl)c1)C(=O)OCC | ?
COc1cccc2cc(-c3cc(=O)oc4cc(OC(=O)N5CCOCC5)ccc34)c(=O)oc12 | 32.6%
O=C(Nc1cccc(C(F)(F)F)c1)c1noc2c1CCCCC2 | -3.7%
COC(=O)C1(C(F)(F)F)N=C(N2CCCCC2)Oc2c1c(C)nn2-c1ccccc1 (stereo not drawn) | ?

Molecules shown so far that have a CF3 group:
SMILES | ALOX12 inh
O=C(NCCc1ccccn1)c1ccc(C(F)(F)F)cc1 | 0.5%
NC(=O)[C@H](CCC(=O)O)NC(=O)[C@@]1(O)C[C@@H](O)[C@H](O)[C@@H](NS(=O)(=O)c2cccc(C(F)(F)F)c2)C1 | 24.2%
O=C(Nc1cccc(C(F)(F)F)c1)c1noc2c1CCCCC2 | -3.7%
COC(=O)C1(C(F)(F)F)N=C(N2CCCCC2)Oc2c1c(C)nn2-c1ccccc1 (stereo not drawn) | ?

The list continues.
SMILES | ALOX12 inh
CS(=O)(=O)Nc1ccc(C2(C(=O)NCC3CCCCC3)CCCCC2)cc1 | -5.5%
COc1cc(NC(=O)N2CC3CCCN3c3ccccc32)cc(OC)c1OC (stereo not drawn) | ?
O=C(CCn1ccn2nc3c(c2c1=O)CCCC3)NCc1ccc(F)c(Cl)c1 | 57.6%[activator]
Cc1c(NCc2nc(-c3ccco3)no2)cccc1-n1cnnn1 | -29.1%
CCNC(=O)c1ccccc1SCC | 6.8%
Cc1oc(-c2ccccc2NS(C)(=O)=O)nc1CN(C)Cc1ccc(Cl)cc1 | -1.9%
c1ccc(CN2CCCNCC2)cc1 | 5.4%
O=C(OCC(=O)C12CC3CC(CC(C3)C1)C2)c1c(Cl)cccc1Cl | 45.5%[activator]
CCN1c2cc(C(=O)Nc3ccc(C)c(F)c3)ccc2C(=O)N2CCCCC21 (stereo not drawn) | 8.5%
COCCCNc1cc(-c2cccc(C(F)(F)F)c2)nc2c(C)noc12 | -11.1%[176 µM]
C=CCc1ccccc1OCC(O)CN (stereo not drawn) | -0.5%
CCn1c(C)c(/C=C/c2cc[n+](C)cc2)c2ccccc21 | ?
O=C(COC(=O)CCNS(=O)(=O)c1ccccc1)Nc1cc(Cl)ccc1Cl | ?
N#Cc1cccc(NC(=O)CN2C(=O)NC(c3ccc(Cl)cc3)C3=C2COC3=O)c1 (stereo not drawn) | ?
O=C(NC1CCN(c2cc(-c3ccc(F)cc3)[nH]n2)CC1)c1cnccn1 | 9.1%
O=[S+]1([O-])NCC2(CCN(Cc3cccnc3)CC2)Oc2ncccc21 | ?
COc1cccc(NC(=O)CCC2CCN(Cc3noc(C4CC4)n3)CC2)c1 | 12.7%
CS(=O)(=O)N[C@H]1CCN2C(=O)c3cc(Br)ccc3NC(=O)[C@@H]2C1 | 14.1%[176 µM]
COc1ccccc1-c1nc(S(=O)(=O)c2ccc3c(c2)OCCO3)c(NCCCN(C)C)o1 | ?
CS(=O)(=O)N1CCC(C2CCN(C(=O)c3ccc(Cl)s3)C2)CC1 (stereo not drawn) | 1.8%
CC12CC3CC(C)(C1)CC(NCc1cccnc1)(C3)C2 | -6.5%
COC(=O)C1CCN(Cc2ccc3c(c2)CN(C(=O)c2cc(-c4ccc(C)o4)[nH]n2)CCO3)CC1 | 26.5%
CCC(=O)N1Cc2ccccc2CC2(CCN(Cc3ccncc3)C2)C1 (stereo not drawn) | 1.8%[6.33 µM]
c1ccc(CNc2nc(N3CCOc4ccccc43)nc3c2CCCC3)cc1 | ?
COc1ccc(CN2Cc3cc(NC(=O)Cc4ccc(F)cc4)ccc3OC(C)C2=O)cc1 (stereo not drawn) | -14.7%
COc1ccc(S[C@]2(C(=O)N3CCCC3)CC(=O)N(c3ccccc3)[C@@H]2c2ccc(OC)cc2)cc1 | ?
C=C=Cn1c(C2CC(=O)N(c3ccc(C)c(C)c3)C2)nc2ccccc21 (stereo not drawn) | -12.6%
Cc1cc(Cl)ccc1S(=O)(=O)NC1CCc2nn(C)c(=O)n2CC1 (stereo not drawn) | -12.7%
O=C(NC1CCCC1)c1cc(-c2ccc(Cl)c(Cl)c2)nc2ccccc12 | -22.5%
Cc1cccc(NC(=O)CCc2nc(C(C)(C)C)no2)n1 | 29.4%
CC(=O)Nc1ccc(CN2CCCCC23Cc2ccccc2CNC3=O)cc1 (stereo not drawn) | 1.7%[6.33 µM]
Nc1cccc2ncccc12 | -29.1%
Cc1ccccc1-c1nc(N(C)Cc2ccco2)c2ccccc2n1 | -16.3%
c1ccc(CCCN2CC[C@H](c3nnc(-c4ccccc4)o3)C2)cc1 | 60.7%[activator][176 µM]
COc1cc(/C=C(\C#N)c2nc3ccc(C)cc3[nH]2)ccc1OC(C)=O | ?
Cn1c(=O)n(Cc2ccccc2F)c(=O)c2c1ncn2Cc1ccccc1 | ?
Cc1ccccc1C(=O)NCC(=O)NCCc1c[nH]c2ccccc12 | -7.1%
Cc1c(/C=C/c2cc[n+](C)cc2)c2ccccc2n1C | ?
CNC(=O)N1C[C@@H](CN(C)C)[C@H](NS(=O)(=O)c2ccc3c(c2)CCC3)C1 | 11.1%
COc1ccc([C@H]2C[C@@H](O)[C@@H](O)[C@@H]2NC(=O)C2CCC2)cc1 | 42.9%[activator][176 µM]
Cc1cc(C)cc(C(=O)OCCCN(C)C2CN(Cc3cn(Cc4cccc(F)c4)nn3)S(=O)(=O)C2)c1 (stereo not drawn) | 8.8%
Cc1ccc(C(=O)C(Cl)C(=O)c2ccc(C)cc2)cc1 | -20.3%
CC(C)(C)OC(=O)NC(Cc1ccccc1)C(=O)Nc1ccccc1 (stereo not drawn) | -26.9%
Cc1noc2c(N(C)C)cc(-c3ccc(F)cc3)nc12 | -20.9%[176 µM]
CC1(C(=O)O)CCN(C(=O)c2ccc3c(c2)OC(F)(F)O3)CC1 | -0.5%[6.33 µM]
CCCCC(CC)C(=O)NCC(C)(C)CNC(=O)C(CC)CCCC (stereo not drawn) | 0.6%
Cc1ccc(CNC(=O)CCc2ccnc(N3CCCC3)c2)cc1 | 47.5%[activator]
O=C(c1ccc(F)cc1)N1CCC2(CC1)CC(OCC1CC1)CCO2 (stereo not drawn) | 36.7%[activator]
Cc1ccc(NC(=O)N2CCc3c(c4ccccc4n3C)C2)cc1C | 75.8%[activator]
CCOC(=O)c1cnc(SCC(=O)Nc2cccc(Cl)c2C)nc1N | 66.6%[activator]
CCN(Cc1noc(C2CCC2)n1)C(=O)c1cc(S(N)(=O)=O)ccc1F | 50.2%[activator]
CCOc1ccc2ccccc2c1C=O | 7.2%
O=C(NC1CC1)C1CCN(C(=O)c2ncn3c2COC(c2ccc(F)cc2)C3)CC1 (stereo not drawn) | -2.6%
O=C(Cc1cccc2ccccc12)N(Cc1ccc2cc[nH]c2c1)C1CC1 | ?
CCc1ccccc1NS(=O)(=O)c1ccc(C(F)(F)F)cc1 | ?
CN(CC(=O)Nc1ccccc1)C(=O)c1cc2c(s1)CCCCC2 | -14.9%
Cc1ccc(C(=O)N2CCCC(n3cc(-c4nc(C(C)C)no4)nn3)C2)s1 (stereo not drawn) | 8.4%
N#Cc1nc(C2CC2)oc1N1CCN(C(=O)c2ccc(=O)[nH]c2)CC1 | 54.5%
COc1cc2c(cc1OC)C(CNC(=O)c1ccc(C)cc1)N(C(=O)Nc1ccccc1F)CC2 (stereo not drawn) | 17.8%
O=C1[C@@H]2C[C@@H](O)CN2C2(CN(C3CCOCC3)C2)C(=O)N1Cc1ccccc1Cl | 50.6%[activator][176 µM]

Retrieved by structure from the entries so far, two records:
SMILES | ALOX12 inh
N#Cc1ccc(COC(=O)c2ccccc2NCCO)cc1 | -39.5%
OCC#Cc1csc(CN2CCCN(C3CCCCC3)CC2)c1 | 22.0%

Later entries
SMILES | ALOX12 inh
O=C1CCC2(CCCN(C(=O)c3ccc(=O)[nH]c3)C2)CN1CCc1cnc[nH]1 (stereo not drawn) | ?
FC(F)(F)c1ccccc1C(c1ccccc1)N1CCCNCC1 (stereo not drawn) | ?
CN1CCC([C@@H]2CN(S(=O)(=O)c3ccc4c(c3)CCC4)C[C@H]2C(N)=O)CC1 | -12.2%
Cc1cnc(C(=O)NC2C[C@H]3CC[C@@H](C2)N3S(=O)(=O)c2ccc(C)c(F)c2)cn1 (stereo partly drawn) | 32.6%
O=C(COc1ccc2nc3n(c(=O)c2c1)CCC3)NC1CCCC1 | 13.1%
O=C(Cc1cccc(F)c1)NC1CCCN(c2cc(-c3ccc(F)cc3)[nH]n2)C1 (stereo not drawn) | 11.3%
CC(C)c1nnc(NC(=O)c2cc(=O)[nH]c3ccccc23)s1 | -16.5%
COc1ccc(O)c(C2CC(=O)Nc3c2c(C)nn3-c2ccc(C)cc2)c1 (stereo not drawn) | ?
COCCCn1c(C)cnc1C1CCN(S(=O)(=O)Cc2ccccc2)C1 (stereo not drawn) | 16.8%
Nc1cc(N2CCN(C(=O)C3CCOCC3)CC(O)C2)ncn1 (stereo not drawn) | 20.8%
COc1ccc(-c2nc3cnc(N4CCN(C)CC4)nc3n(Cc3ccc(F)cc3)c2=O)cc1 | ?
O=C(NCCc1ccccc1)N1CCC(c2noc(-c3cccnc3)n2)C1 (stereo not drawn) | 58.0%[activator]
CCC(C(=O)Nc1ccc(OC)cc1OC)n1nc(-c2ccccc2)c2c(c1=O)CCCC2 (stereo not drawn) | -28.7%
Cc1c(NC(=O)CN(c2cccc(Cl)c2Cl)S(C)(=O)=O)c(=O)n(-c2ccccc2)n1C | 28.9%
O=C(COc1ccccc1)Nc1ccc2c(N3CCOCC3)ncnc2c1 | 56.7%[activator]
Cc1cccc(C)c1NC(=O)CSCc1cc(=O)n2ccsc2n1 | ?
CCNCC1Cc2ccccc2O1 (stereo not drawn) | 6.4%
Cc1ccc(C(C)C)cc1OCCN | -4.9%
Cc1ccc(-c2cccc(C=O)c2)cc1Cl | 5.7%[12.5 µM]
COc1cccc(CN2CCC(Cc3ncc(C)n3CC3CC3)C2)c1OC (stereo not drawn) | 105.5%[activator]
Cc1cn2cc(C(=O)N3CCCCC3c3ccc(F)cc3)ccc2n1 (stereo not drawn) | 25.2%
COCc1nn2c3c(cnc2c1-c1ccccc1)C(=O)CC(c1ccccc1)C3 (stereo not drawn) | -0.2%
CC(C)N1C(=O)CO[C@H]2CCN(Cc3ccccn3)CC[C@@H]21 | 60.8%[activator][176 µM]
c1ccc(CN2CCC(Oc3nccnc3N3CCc4ccccc43)C2)nc1 (stereo not drawn) | 45.3%[activator]
COc1ccc(-c2nnc3n2CCN([S+](=O)([O-])c2ccc(C(F)(F)F)cc2)C3)cc1 | 17.3%
CCOCCCC(=O)N(C)Cc1cccc(OC)c1 | -3.6%
COc1ccc(OC)c(-c2n[nH]c3c2CC(=O)N(CCOc2ccccc2)C3)c1 | 3.5%[176 µM]
NCc1ccccc1-c1ccc(F)cc1 | 53.6%[activator][176 µM]
Cc1ccc(Nc2nc(-c3cc4cc([N+](=O)[O-])ccc4oc3=O)cs2)cc1 | 16.0%
CNC(=O)NC(=O)CSc1nc(NC2CC2)c2ccccc2n1 | ?
Cc1ccccc1CC(=O)Nc1ccc(OC2CCCC2)cc1 | -6.7%
O=C(N/N=C(\Cc1ncc[nH]1)c1ccccc1)c1ccccc1 | -2.4%

Source: PubChem
